CD11b adhes inh: inhibitors of human CD11b/CD18 binding to fibrinogen; inhibition, % at 10 µM; K562 CD11b/CD18 adhesion to fibrinogen, ATPlite luminescence; Mn2+ added to activate the integrin; P05107+P11215; actives 0.54% (n = 93,000);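 active means primary inhibition of 50% or more at 10 µM, then 40% or more on retest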; further: some results filed as inactive read as strong as hits
Target sequence (P05107 whole entry, looked up, other chains not shown): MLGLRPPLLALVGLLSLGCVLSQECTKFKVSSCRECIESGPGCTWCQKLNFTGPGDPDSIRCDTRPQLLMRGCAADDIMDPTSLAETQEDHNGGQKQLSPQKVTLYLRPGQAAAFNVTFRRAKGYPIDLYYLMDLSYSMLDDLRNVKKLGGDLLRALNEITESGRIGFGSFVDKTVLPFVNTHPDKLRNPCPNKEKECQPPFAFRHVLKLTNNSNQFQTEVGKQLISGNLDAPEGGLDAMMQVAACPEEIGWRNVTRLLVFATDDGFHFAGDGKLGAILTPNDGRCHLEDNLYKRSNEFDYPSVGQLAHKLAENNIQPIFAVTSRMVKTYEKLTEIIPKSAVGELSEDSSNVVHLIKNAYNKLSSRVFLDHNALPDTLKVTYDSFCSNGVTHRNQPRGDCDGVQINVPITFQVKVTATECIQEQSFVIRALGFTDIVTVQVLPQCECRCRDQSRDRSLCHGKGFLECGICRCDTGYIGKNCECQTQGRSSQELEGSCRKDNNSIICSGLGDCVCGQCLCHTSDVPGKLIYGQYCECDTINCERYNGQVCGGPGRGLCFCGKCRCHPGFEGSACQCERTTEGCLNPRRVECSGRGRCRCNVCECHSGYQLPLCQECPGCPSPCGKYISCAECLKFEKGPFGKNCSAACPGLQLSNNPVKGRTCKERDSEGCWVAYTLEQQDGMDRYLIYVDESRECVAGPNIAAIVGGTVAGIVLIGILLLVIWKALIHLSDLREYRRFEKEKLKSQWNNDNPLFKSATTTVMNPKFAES
S1P2 antag: S1P2 (human) receptor antagonism; O95136; cell-based S1P2 antagonist assay, inhibition at 5 uM; inhibition, % at 5 µM; actives 0.21% (n = 97,000); in the data active means inhibition above about 45%;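 further: CRE beta-lactamase reporter cells expressing human S1P2 stimulated with S1P; 0% = agonist at EC80 alone and 100% = agonist plus reference antagonist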
sEH activator: activators of human soluble epoxide hydrolase; P34913; purified human sEH enzymatic activity, activator screen; activation, % at 2 µM; actives 0.04% (n = 91,000); in the data active means activation above about 37%; further: values of inactives mirror those of a sister screen read the other way
E coli WT exp: E. coli BW25113 growth inhibition, expanded screen; OD600 absorbance; growth inhibition, % at 100 µM; actives 0.15% (n = 98,000);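 active means growth inhibition above about 50% at one test dose, limit read from the data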;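 further: growth measured after 20 h incubation at 37 °C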
sEH inh: blocks human soluble epoxide hydrolase activity; inhibition, % at 2 µM; actives 0.34% (n = 91,000); P34913; recombinant human sEH enzymatic activity assay; AID 707; in the data active means inhibition above about 80%; further: values of inactives mirror those of a sister screen read the other way; many of its hits are not listed in these tables
PostGolgi ctrl: inhibits growth of the yeast control strain. inhibition, % at 10 µM. actives 5% (n = 98,000). efflux-deficient yeast background strain, growth absorbance A615, 16 h
PLAP activator: activates human placental alkaline phosphatase; P05187; purified PLAP enzyme, luminescent substrate read-out; stronger effect = higher value; activation fold at 20 µM; actives 1.2% (n = 96,000); in the data active means activation fold above about 2
PostGolgi yeast: growth inhibition of a yeast mutant, post-Golgi transport screen; post-Golgi transport phenotypic cell assay; inhibition, % at 10 µM; actives 0.9% (n = 98,000);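 further: yeast cells grown in 1536-well plates; yeast grown about 18 h at 30C before absorbance read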
S1P2 agonist: agonists of human S1P2 receptor; S1P2-expressing cell line, agonist reporter read-out; activation, % at 4.5 µM; actives 0.46% (n = 97,000); AID 729; in the data active means activation above about 16%;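 further: 0% = vehicle low control and 100% = maximal reference agonist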
* hit, by the source's call. Unless noted, no stated cut-off is given here; in the data, active means inhibition above about 30%; inactive means the rest.

Results for Nn1c(Cc2cccc3ccccc23)nnc1SCC(=O)NC1CCS(=O)(=O)C1 (stereo not drawn) ?
CD11b adhes inh: -8; S1P2 antag: -5; sEH activator: 4; E coli WT exp: 0; sEH inh: -5; PostGolgi ctrl: 28; PLAP activator: 2*; PostGolgi yeast: -9; S1P2 agonist: -4

How did CN(c1ccc(C(=O)NCCC2=CCCCC2)cc1)S(C)(=O)=O do in these assays?
CD11b adhes inh: 0; S1P2 antag: 11; sEH activator: -26; E coli WT exp: 2; sEH inh: 24; PostGolgi ctrl: 25; PLAP activator: 1.1; PostGolgi yeast: 1; S1P2 agonist: -4

How did CCCCCCN1N=C(C)C(C(=O)c2ccc(Cl)cc2)C1=O (stereo not drawn) do in these assays?
CD11b adhes inh: -2; S1P2 antag: -9; sEH activator: -16; E coli WT exp: 23; sEH inh: 16; PostGolgi ctrl: 2; PLAP activator: 1.1; PostGolgi yeast: 0; S1P2 agonist: -6

How did CCn1c(SCC(=O)Nc2cccc(F)c2)nnc1-c1cc2cc(Br)ccc2o1 do in these assays?
CD11b adhes inh: -18; S1P2 antag: -7; sEH activator: 4; E coli WT exp: -2; sEH inh: -4; PostGolgi ctrl: -1; PLAP activator: 0.7; PostGolgi yeast: 1; S1P2 agonist: -7

Results for COc1ccc(-c2nc(C#N)c(NCC3CCCO3)o2)cc1OC (stereo not drawn) ?
CD11b adhes inh: 4; S1P2 antag: -1; sEH activator: 11; E coli WT exp: 2; sEH inh: -12; PostGolgi ctrl: 6; PLAP activator: 1.5; PostGolgi yeast: 14; S1P2 agonist: -6

How did CCOC(=O)c1sc(=S)n(-c2ccc(Cl)cc2)c1C do in these assays?
S1P2 antag: -19; sEH activator: 1; sEH inh: 2; S1P2 agonist: 3

How did O=C(COc1ccc(S(=O)(=O)NC2CCCCC2)cc1)NCc1ccccn1 do in these assays?
CD11b adhes inh: -16; S1P2 antag: -10; sEH activator: 10; E coli WT exp: 3; sEH inh: -9; PostGolgi ctrl: 2; PLAP activator: 1.1; PostGolgi yeast: 1; S1P2 agonist: 0

What do the screens show for `O=C(Nc1nc2c(s1)CCc1ccccc1-2)c1cccs1`?
CD11b adhes inh: -9; S1P2 antag: -8; sEH activator: 24; sEH inh: -20; PLAP activator: 0.8; S1P2 agonist: -2

What do the screens show for `O=C1c2ccc(Oc3ccc4c(c3)C(=O)N(CCCO)C4=O)cc2C(=O)N1CCCO`?
CD11b adhes inh: 10; S1P2 antag: 9; sEH activator: 3; E coli WT exp: 4; sEH inh: -2; PostGolgi ctrl: 18; PLAP activator: 1.4; PostGolgi yeast: 7; S1P2 agonist: 2

What do the screens show for `CCOc1nc(CC)nc(NC(=O)NS(=O)(=O)c2ccccc2Cl)n1`?
CD11b adhes inh: 37; S1P2 antag: 11; E coli WT exp: -1; PostGolgi ctrl: 7; PLAP activator: 0.9; PostGolgi yeast: -3; S1P2 agonist: -6

How did Cc1cc(-c2nc3c4c5c(sc4[nH]c(=O)n3n2)CCC5)c(C)o1 do in these assays?
CD11b adhes inh: 7; S1P2 antag: -1; sEH activator: 13; E coli WT exp: 1; sEH inh: -14; PostGolgi ctrl: 31*; PLAP activator: 1.6; PostGolgi yeast: 0; S1P2 agonist: -1

How did Cc1ccc(C(=O)NCC(=O)NCC(=O)OCc2ccc(Oc3ccc([N+](=O)[O-])cc3)cc2)cc1 do in these assays?
S1P2 antag: 40; sEH activator: -5; sEH inh: 8; S1P2 agonist: -5

Results for CCCN(CCC)S(=O)(=O)c1cccc(C(=O)Nc2ccc3c(c2)OCO3)c1 ?
CD11b adhes inh: -6; S1P2 antag: -1; sEH activator: -74; E coli WT exp: -17; sEH inh: 74; PostGolgi ctrl: 1; PLAP activator: 0.8; PostGolgi yeast: -5; S1P2 agonist: 0

What do the screens show for `CCOC(=O)C1=C(N)OC2=C(C(=O)CC(C)(C)C2)C1c1ccccc1OCC#N` (stereo not drawn)?
CD11b adhes inh: -9; S1P2 antag: -4; E coli WT exp: 0; PostGolgi ctrl: 7; PLAP activator: 1; PostGolgi yeast: 8; S1P2 agonist: -3

How did OCCN(CCO)c1ncnc2c1oc1ccc(Br)cc12 do in these assays?
CD11b adhes inh: 6; S1P2 antag: -52; sEH activator: -3; E coli WT exp: -3; sEH inh: 2; PostGolgi ctrl: -7; PLAP activator: 1.2; PostGolgi yeast: -4; S1P2 agonist: 20*

What do the screens show for `COc1ccc(NC(=O)C2CC(=O)n3cnnc3S2)cc1` (stereo not drawn)?
CD11b adhes inh: -10; S1P2 antag: -14; sEH activator: 16; E coli WT exp: 0; sEH inh: -21; PostGolgi ctrl: -2; PLAP activator: 0.8; PostGolgi yeast: -7; S1P2 agonist: 1

How did CC1=C(C(=O)N(C)C)C(c2cccc(Cl)c2)NC(=O)N1 (stereo not drawn) do in these assays?
CD11b adhes inh: -17; E coli WT exp: -2; PostGolgi ctrl: 5; PLAP activator: 1.2; PostGolgi yeast: -4

Results for O=c1cc(CO)oc(CN2CCN(Cc3ccccc3)CC2)c1O ?
CD11b adhes inh: 1; S1P2 antag: -5; sEH activator: 15; E coli WT exp: -3; sEH inh: -17; PostGolgi ctrl: 7; PLAP activator: 1.2; PostGolgi yeast: -5; S1P2 agonist: -6

What do the screens show for `CCCC1C2CN(C(C)C)CC=C2C(C#N)=C(N)C1(C#N)C#N` (stereo not drawn)?
CD11b adhes inh: -6; S1P2 antag: 4; sEH activator: -4; E coli WT exp: 3; sEH inh: 5; PostGolgi ctrl: 11; PLAP activator: 1.1; PostGolgi yeast: -1; S1P2 agonist: 3

What do the screens show for `COc1ccc(C2=NN(CN3C(=O)C(=O)c4ccccc43)C(c3ccc(Br)cc3)C2)cc1` (stereo not drawn)?
CD11b adhes inh: 2; S1P2 antag: 3; sEH activator: 1; E coli WT exp: 0; sEH inh: -1; PostGolgi ctrl: 32*; PLAP activator: 1.1; PostGolgi yeast: 4; S1P2 agonist: -4

Results for Cc1ccc(C(=O)OCC(=O)Nc2sccc2C(N)=O)cc1NC(=O)c1ccco1 ?
CD11b adhes inh: 2; S1P2 antag: -1; sEH activator: 10; E coli WT exp: -6; sEH inh: -13; PostGolgi ctrl: 9; PLAP activator: 1.1; PostGolgi yeast: 7; S1P2 agonist: 0

What do the screens show for `O=C(O)CSCC(=O)NCc1ccccc1`?
CD11b adhes inh: -23; S1P2 antag: 17; sEH activator: 33; E coli WT exp: -2; sEH inh: -37; PostGolgi ctrl: -4; PLAP activator: 1; PostGolgi yeast: -5; S1P2 agonist: 0

What do the screens show for `Cc1ccc(CS(=O)(=O)CCC(=O)NCCC(C)C)cc1`?
CD11b adhes inh: -2; S1P2 antag: 18; sEH activator: -7; E coli WT exp: 1; sEH inh: 5; PostGolgi ctrl: -5; PLAP activator: 1; PostGolgi yeast: 3; S1P2 agonist: -7

Results for CCOC(=O)C(C#N)C(Cc1ccccc1)c1ccco1 (stereo not drawn) ?
CD11b adhes inh: -17; S1P2 antag: 7; sEH activator: -10; E coli WT exp: 6; sEH inh: 10; PostGolgi ctrl: 5; PLAP activator: 1.5; PostGolgi yeast: -4; S1P2 agonist: -12

How did CC(=O)Nc1nc2ccccc2n1CCOc1ccccc1 do in these assays?
CD11b adhes inh: 18; S1P2 antag: -5; sEH activator: 1; E coli WT exp: 0; sEH inh: 0; PostGolgi ctrl: 3; PLAP activator: 1.4; PostGolgi yeast: 2; S1P2 agonist: 0

What do the screens show for `CN1C(=S)SC(N(O)C(=O)Nc2ccccc2)C1(C)C` (stereo not drawn)?
CD11b adhes inh: -26; S1P2 antag: -1; sEH activator: -1; E coli WT exp: -3; sEH inh: 4; PostGolgi ctrl: 5; PLAP activator: 1; PostGolgi yeast: 2; S1P2 agonist: -3

How did COc1ccc(N2C(=O)CC(NC3CC3)C2=O)cc1 (stereo not drawn) do in these assays?
CD11b adhes inh: -8; S1P2 antag: -11; sEH activator: 1; E coli WT exp: -2; sEH inh: 1; PostGolgi ctrl: 6; PLAP activator: 1.2; PostGolgi yeast: -6; S1P2 agonist: -6

What do the screens show for `O=C(Nc1ccc(Br)cc1F)c1ccc2c(c1)N(Cc1ccccc1)C(=O)CS2=O` (stereo not drawn)?
S1P2 antag: 21; sEH activator: -22; E coli WT exp: 4; sEH inh: 22; PostGolgi ctrl: 11; PostGolgi yeast: 6; S1P2 agonist: -7

Results for CN(C(=O)COc1ccccc1)c1nnc(-c2cccnc2)s1 ?
CD11b adhes inh: 5; S1P2 antag: -4; sEH activator: 2; E coli WT exp: 0; sEH inh: -3; PostGolgi ctrl: 7; PLAP activator: 1; PostGolgi yeast: 20; S1P2 agonist: -3

How did CCc1nc(-c2ccccc2)cc(=O)[nH]1 do in these assays?
CD11b adhes inh: -4; S1P2 antag: 2; sEH activator: 4; E coli WT exp: 4; sEH inh: -3; PostGolgi ctrl: 7; PLAP activator: 0.9; PostGolgi yeast: -6; S1P2 agonist: -2

What do the screens show for `COc1ccc(CN2CCN(C(=O)c3cccs3)CC2)cc1Br`?
S1P2 antag: 5; sEH activator: -4; E coli WT exp: 1; sEH inh: 5; PostGolgi ctrl: 11; PLAP activator: 1.3; PostGolgi yeast: 15; S1P2 agonist: -2

Results for CC1CC(C)CN(S(=O)(=O)c2ccc3c(c2)oc(=O)n3CC(=O)N2CCOCC2)C1 (stereo not drawn) ?
CD11b adhes inh: 4; S1P2 antag: 18; sEH activator: -5; E coli WT exp: 0; sEH inh: 4; PostGolgi ctrl: -1; PLAP activator: 1.2; PostGolgi yeast: -4; S1P2 agonist: -4

Results for O=C(NCc1nnc(SC/C=C/c2ccccc2)o1)c1ccco1 ?
CD11b adhes inh: -1; S1P2 antag: -24; sEH activator: 9; E coli WT exp: 3; sEH inh: -7; PostGolgi ctrl: -8; PLAP activator: 1.4; PostGolgi yeast: -10; S1P2 agonist: 1

What do the screens show for `CCOC(=O)N1CCN(c2c(N3CCN(c4ccc(OC)cc4)CC3)c(=O)c2=O)CC1`?
CD11b adhes inh: -32; S1P2 antag: 0; sEH activator: 2; E coli WT exp: 2; sEH inh: -1; PostGolgi ctrl: 0; PLAP activator: 1.1; PostGolgi yeast: -1; S1P2 agonist: -2

How did O=C(CSCCc1ccccn1)Nc1cccnc1Cl do in these assays?
CD11b adhes inh: 6; S1P2 antag: -9; sEH activator: -7; E coli WT exp: 4; sEH inh: 6; PostGolgi ctrl: 3; PLAP activator: 0.8; PostGolgi yeast: -43; S1P2 agonist: -8

What do the screens show for `Cc1ccc(C(=O)c2cc(C)sc2NC(=O)CN2CCN(C(=O)c3ccco3)CC2)cc1`?
CD11b adhes inh: 2; S1P2 antag: 18; sEH activator: -9; E coli WT exp: -25; sEH inh: 10; PostGolgi ctrl: 38*; PLAP activator: 1.4; PostGolgi yeast: 4; S1P2 agonist: -11

What do the screens show for `CCn1c(SCC(=O)Nc2nc(-c3ccccc3)cs2)nnc1-c1ccccc1O`?
CD11b adhes inh: 100; S1P2 antag: 7; sEH activator: -7; E coli WT exp: -1; sEH inh: 4; PostGolgi ctrl: 42*; PLAP activator: 1.5; PostGolgi yeast: 3; S1P2 agonist: -3

Already shown: four of the compounds above.
How did CC(=O)Nc1nc2ccccc2n1CCOc1ccccc1 do in these assays?
CD11b adhes inh: 18; S1P2 antag: -5; sEH activator: 1; E coli WT exp: 0; sEH inh: 0; PostGolgi ctrl: 3; PLAP activator: 1.4; PostGolgi yeast: 2; S1P2 agonist: 0

What do the screens show for `CN1C(=S)SC(N(O)C(=O)Nc2ccccc2)C1(C)C` (stereo not drawn)?
CD11b adhes inh: -26; S1P2 antag: -1; sEH activator: -1; E coli WT exp: -3; sEH inh: 4; PostGolgi ctrl: 5; PLAP activator: 1; PostGolgi yeast: 2; S1P2 agonist: -3

How did COc1ccc(N2C(=O)CC(NC3CC3)C2=O)cc1 (stereo not drawn) do in these assays?
CD11b adhes inh: -8; S1P2 antag: -11; sEH activator: 1; E coli WT exp: -2; sEH inh: 1; PostGolgi ctrl: 6; PLAP activator: 1.2; PostGolgi yeast: -6; S1P2 agonist: -6

What do the screens show for `O=C(Nc1ccc(Br)cc1F)c1ccc2c(c1)N(Cc1ccccc1)C(=O)CS2=O` (stereo not drawn)?
S1P2 antag: 21; sEH activator: -22; E coli WT exp: 4; sEH inh: 22; PostGolgi ctrl: 11; PostGolgi yeast: 6; S1P2 agonist: -7

Screening data: PubChem BioAssay, several laboratories
